Screens deposited in PubChem BioAssay by Sanford-Burnham Center for Chemical Genomics.
SENP8 block-1 = inhibitors of human SENP8 protease | AID 2540 | inhibition, % at 10 µM | purified SENP8, Z-RLRGG-aminoluciferin cleavage, luminescence | 330,000 tested, 1.2% active; in the data active = inhibition above about 50%
Target sequence (Q96LD8 whole entry, looked up): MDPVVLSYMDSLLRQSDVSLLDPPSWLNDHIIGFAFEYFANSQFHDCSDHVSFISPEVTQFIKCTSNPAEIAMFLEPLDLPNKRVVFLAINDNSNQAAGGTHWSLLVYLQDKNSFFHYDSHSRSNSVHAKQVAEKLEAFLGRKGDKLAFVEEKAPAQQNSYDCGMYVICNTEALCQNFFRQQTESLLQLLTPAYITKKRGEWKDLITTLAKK
NALP3 yeast inh = blocks the NALP3 inflammasome reconstituted in yeast. Yeast reconstituted NLRP3/ASC/caspase-1, beta-gal luminescence, 24 h. inhibition, % at 10 µM. 330,000 tested, 0.39% active;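 active = inhibition of 50% or more; inactive = inhibition below 50%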;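 also: plate controls were induced DMSO wells for no effect and uninduced yeast grown without galactose for full effect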
HKDC1 inhibitor = blocks human hexokinase HKDC1 activity. Q2TB90. recombinant HKDC1, G6PDH/diaphorase resazurin coupled fluorescence. 340,000 tested, 0.16% active. inhibition, % at 20 µM;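 active = inhibition above about 35% when tested at 20 µM, limit read from the data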;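 also: plate controls were DMSO wells with enzyme for no effect and DMSO wells lacking enzyme for full effect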
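Material – in-house recombinant HK5 (HKDC1) enzyme · Quantity – HKDC1 at 5 µg/mL · Buffer or medium – pH 8.0 Tris buffer with 10 mM MgCl2 · Reagent – glucose with 1 mM ATP · Dosing – single 20 µM dose · Times – reaction time 90 min, room temperature, protected from light · Technique – resorufin fluorescence at 613 nm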
SENP1 FRET inh = SENP1 (human) catalytic domain inhibition; recombinant SENP1 catalytic domain, CyPet-SUMO1-YPet FRET cleavage; inhibition, % at 10 µM; 360,000 tested, 0.21% active; AID 624204;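 active = inhibition at least 30% at 10 µM, raw YFP signal under a set limit, fluorescence ratio 0.5 to 1.5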;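 also: 0% = enzyme with DMSO and 100% = no enzyme wells; some results filed as inactive read as strong as hits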
Target sequence (Q9P0U3 419-644 limits assumed): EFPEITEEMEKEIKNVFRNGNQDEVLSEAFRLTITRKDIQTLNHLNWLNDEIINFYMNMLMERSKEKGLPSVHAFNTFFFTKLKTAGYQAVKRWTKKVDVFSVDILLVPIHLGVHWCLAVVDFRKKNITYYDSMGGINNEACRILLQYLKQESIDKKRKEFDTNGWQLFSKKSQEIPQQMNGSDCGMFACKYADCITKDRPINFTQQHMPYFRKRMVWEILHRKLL
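Controls: no-enzyme wells low, DMSO-plus-enzyme wells high control. Test system: human recombinant His6-tagged SENP1 catalytic domain enzyme. Reagent: SFCypet-SUMO1-SFYpet FRET protein substrate, 25 nM final. Doses: one dose per compound, 10 µM, 0.5% DMSO. Detection: FRET, CFP and YFP emission. Timing: 50 min reaction at room temperature.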
SENP6 block = SENP6 protease inhibition | Q9GZR1 | Recombinant SENP6 catalytic domain, aminoluciferin luminescence | inhibition, % at 10 µM | 330,000 tested, 1.8% active;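 active = inhibition above about 50% at the single tested dose, limit read from the data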;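 also: plate controls were DMSO wells with enzyme for no effect and DMSO wells lacking enzyme for full effect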
PfG6PD inh = PfG6PD (Plasmodium falciparum) enzyme inhibition; AID 504690; inhibition, % at 20 µM; 350,000 tested, 0.78% active; PfGluPho enzyme, NADPH resazurin-diaphorase fluorescence;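 active = inhibition reaching at least a set limit at 20 µM in the primary screen, cut at about 59% in these data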;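 also: 0% = DMSO wells with substrate and 100% = DMSO wells lacking glucose-6-phosphate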
SENP7 block = blocks the human protease SENP7; Q9BQF6; recombinant SENP7, Z-RLRGG-aminoluciferin luminescence, 40 min; inhibition, % at 5 µM; 330,000 tested, 1.5% active;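 active = inhibition above about 50% at the single test dose, limit read from the data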;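 also: plate controls were DMSO with enzyme for no effect and no enzyme buffer wells for full effect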
Target sequence (Q9BQF6 706-1050 limits assumed): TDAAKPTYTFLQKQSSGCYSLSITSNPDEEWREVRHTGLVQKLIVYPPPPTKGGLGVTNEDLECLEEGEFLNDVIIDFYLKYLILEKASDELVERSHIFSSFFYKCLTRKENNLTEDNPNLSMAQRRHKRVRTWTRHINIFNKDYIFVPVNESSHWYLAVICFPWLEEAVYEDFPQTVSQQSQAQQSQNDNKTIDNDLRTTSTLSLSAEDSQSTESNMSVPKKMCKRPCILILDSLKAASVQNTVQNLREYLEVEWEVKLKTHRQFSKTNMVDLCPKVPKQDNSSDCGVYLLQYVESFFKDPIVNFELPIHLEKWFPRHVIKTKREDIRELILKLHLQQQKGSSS
SENP8 block-2 = blocks human SENP8 cleavage of Nedd8 substrate; Q96LD8; recombinant SENP8, Nedd8 substrate fluorescence; inhibition, % at 20 µM; 360,000 tested, 0.64% active; AID 602440; in the data active = inhibition mostly above about 40%, no sharp cut-off; inactive = mostly below about 27%
Apaf-1 inh = blocks human Apaf-1 apoptosome activity | O14727 | reconstituted apoptosome caspase-3 activity, DEVD-Rh110 fluorescence | inhibition, % at 20 µM | 330,000 tested, 0.71% active | AID 489030; active = inhibition of at least 40% at 20 µM;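 also: plate controls were DMSO wells for no effect and DEVD-CHO caspase inhibitor wells for full effect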
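System – cell-free apoptosome with Apaf-1, procaspase-3 and caspase-9 · Buffer or medium – pH 7.5 Hepes buffer with CHAPS, BSA, DTT · Also added – cytochrome c with DEVD-Rh110 · Times – 30 min compound preincubation, 50 min activation, room temperature · Technique – Rh110 fluorescence intensity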
* marks the source's active call; other numbers are inactive results; nt = not tested or not shown.

1: COCCN1C2=C(C(=O)CC(C)(C)C2)C(c2ccc(OC)c(OC)c2)C2=C1CC(C)(C)CC2=O
2: COC(=O)CN1C(=O)N/C(=C/c2cc(OC)c(OC)cc2C)C1=O
3: CC(=O)c1c(N2CCOCC2)nc(=S)n(-c2ccc([N+](=O)[O-])cc2)c1C
4: COc1ccc(Nc2cc(C(=O)NCCCN3CCN(C)CC3)c3ccccc3n2)c(OC)c1
5: C/C=N/NC(=O)CCNC(=O)c1ccccc1
6: COC/C=C/C1=CC2=CC(=O)C(C)(OC(=O)c3cnc4ccccc4n3)C(=O)C2=CN1C1CC1 (stereo unspecified)
screen / no.,1,2,3,4,5,6
SENP8 block-1,4,0,0,-1,-3,-4
NALP3 yeast inh,15,13,-2,5,7,3
HKDC1 inhibitor,-1,-8,-2,-7,-6,16
SENP1 FRET inh,-21,2,2,6,0,-20
SENP6 block,4,-27,-10,-5,5,20
PfG6PD inh,-7,16,5,-7,5,56
SENP7 block,5,1,8,5,6,4
SENP8 block-2,-194,2,28,6,2,52*
Apaf-1 inh,-3,-8,-1,10,-8,33

7: CCOC(=O)Cn1nc(C)cc1NC(=O)c1cccnc1
8: Cc1ccc(-n2c(=S)[nH]c3c(oc4ccccc43)c2=O)cc1
9: CCOC(=O)CSc1ccc2nnc(CCNS(=O)(=O)c3ccc(C)cc3)n2n1
10: Cc1ccc(/C=N/Nc2cccc(C(=O)O)c2)s1
11: O=C1C(CN2CCCC2)CCCC1CN1CCCC1 (stereo unspecified)
12: O=C(COC(=O)c1ccc(S(=O)(=O)N2CCCC2)cc1)Nc1ccc(F)cc1F
screen / no.,7,8,9,10,11,12
SENP8 block-1,-1,-2,0,96*,nt,0
NALP3 yeast inh,2,10,12,5,nt,12
HKDC1 inhibitor,-5,11,-5,-7,1,-6
SENP1 FRET inh,1,2,2,-35,3,1
SENP6 block,0,-1,2,95*,nt,-15
PfG6PD inh,-10,11,-12,-24,23,-5
SENP7 block,0,5,6,97*,nt,7
SENP8 block-2,6,1,-34,-39,19,2
Apaf-1 inh,-18,3,-2,-2,nt,9

13: CN(C)C(CNC(=O)c1cc(S(=O)(=O)N(C)c2ccccc2)ccc1Cl)c1cccs1 (stereo unspecified)
14: Cc1cc(/C=N/NC(=O)c2cccc([N+](=O)[O-])c2)c(C)n1-c1ccc(Cl)cc1Cl
15: COc1ccc(C2CC(c3cccs3)=NN2C(=O)COC(=O)c2cncc(Br)c2)cc1OC (stereo unspecified)
16: CC1CCCCN1CCNC(=O)c1ccc2c(c1)N(Cc1ccccc1)C(=O)c1ccccc1S2(=O)=O (stereo unspecified)
17: COc1ccc(-c2csc3nc(-c4ccccc4)oc(=O)c23)cc1OC
18: Cc1ccc(/C=C(/C#N)C(=O)NC(=O)Oc2ccccc2)cc1
screen / no.,13,14,15,16,17,18
SENP8 block-1,9,-2,-1,-9,-1,5
NALP3 yeast inh,-3,7,-2,12,24,13
HKDC1 inhibitor,-3,-7,3,1,6,-6
SENP1 FRET inh,-5,-1,-8,0,-5,-4
SENP6 block,-2,0,15,9,2,4
PfG6PD inh,3,2,10,-10,13,-9
SENP7 block,-4,4,13,-15,9,7
SENP8 block-2,10,52*,-128,20,-142,10
Apaf-1 inh,-18,10,22,12,14,-8

19: COc1ccc(-n2nc3c(N4CCC(C(=O)NCc5cccc(C)c5)CC4)nnc(C)c3c2C)cc1
20: Cn1c2c(c(=O)n3ncnc13)CCCC2
21: Cc1cc(C(=O)OCC(=O)Nc2ccccc2C(F)(F)F)on1
22: O=C(OCn1ncc(Br)c(Br)c1=O)c1ccc(F)cc1
23: CN(C)CCNC(=O)C(=O)NCC1OCCN1S(=O)(=O)c1ccc([N+](=O)[O-])cc1 (stereo unspecified)
24: CCc1cc2c(-c3ccccc3)cc(=O)oc2cc1OC(C)C(=O)O (stereo unspecified)
screen / no.,19,20,21,22,23,24
SENP8 block-1,-5,3,-6,-7,-1,-7
NALP3 yeast inh,-3,16,7,1,13,14
HKDC1 inhibitor,-3,-5,-7,28,-1,-2
SENP1 FRET inh,8,0,2,2,1,2
SENP6 block,-20,-3,2,3,-7,2
PfG6PD inh,10,-4,-26,24,-1,-11
SENP7 block,9,10,2,-3,-3,-6
SENP8 block-2,-339,9,20,25,11,-265
Apaf-1 inh,35,-1,-7,4,1,10

25: COc1ccc(OC)c(/C=N/NC(=O)CCc2c(C)n[nH]c2C)c1
26: CCc1nnc(NC(=O)CSc2nnc(C)n2-c2ccc(C)cc2)s1
27: O=C1C(C=Nc2ccc(F)cc2)=C(O)c2ccccc21
28: CCOc1ccc(N2C(=O)/C(=C/c3ccccn3)SC2=S)cc1
29: CC1(C)Cc2c(sc(NC(=O)C(=O)NCC3CCCO3)c2C(N)=O)CO1 (stereo unspecified)
30: COc1cc2[nH]c(O)c(C=O)c2cc1OC
screen / no.,25,26,27,28,29,30
SENP8 block-1,-1,1,74*,5,1,nt
NALP3 yeast inh,13,7,15,9,11,nt
HKDC1 inhibitor,-5,-3,-4,-5,2,-4
SENP1 FRET inh,-3,5,3,nt,-1,-19
SENP6 block,5,7,76*,14,17,nt
PfG6PD inh,9,-2,-7,-3,-1,12
SENP7 block,2,2,95*,5,3,nt
SENP8 block-2,-463,7,23,nt,4,11
Apaf-1 inh,0,1,13,4,-12,nt

Ordered by heavy-atom count (high to low): 8 of the compounds above.
23: CN(C)CCNC(=O)C(=O)NCC1OCCN1S(=O)(=O)c1ccc([N+](=O)[O-])cc1 (stereo unspecified)
29: CC1(C)Cc2c(sc(NC(=O)C(=O)NCC3CCCO3)c2C(N)=O)CO1 (stereo unspecified)
24: CCc1cc2c(-c3ccccc3)cc(=O)oc2cc1OC(C)C(=O)O (stereo unspecified)
25: COc1ccc(OC)c(/C=N/NC(=O)CCc2c(C)n[nH]c2C)c1
21: Cc1cc(C(=O)OCC(=O)Nc2ccccc2C(F)(F)F)on1
27: O=C1C(C=Nc2ccc(F)cc2)=C(O)c2ccccc21
30: COc1cc2[nH]c(O)c(C=O)c2cc1OC
20: Cn1c2c(c(=O)n3ncnc13)CCCC2
screen / no.,23,29,24,25,21,27,30,20
SENP8 block-1,-1,1,-7,-1,-6,74*,nt,3
NALP3 yeast inh,13,11,14,13,7,15,nt,16
HKDC1 inhibitor,-1,2,-2,-5,-7,-4,-4,-5
SENP1 FRET inh,1,-1,2,-3,2,3,-19,0
SENP6 block,-7,17,2,5,2,76*,nt,-3
PfG6PD inh,-1,-1,-11,9,-26,-7,12,-4
SENP7 block,-3,3,-6,2,2,95*,nt,10
SENP8 block-2,11,4,-265,-463,20,23,11,9
Apaf-1 inh,1,-12,10,0,-7,13,nt,-1

The list continues:
31: CCN(CC)CCN(C)C(=O)c1ccc(OC2CCN(C(=O)C3CC3)CC2)cc1
32: CN1CCN(CC(=O)Nc2cccc(S(=O)(=O)N(C)c3ccccc3)c2)CC1
33: CCCCOC(=O)C1[C@H]2C(=O)N(CCc3ccccc3)C[C@]23C=C[C@H]1O3 (stereo partly specified)
34: CC(C)C(OC(=O)C1CCCO1)C(=O)NC1CCCC1 (stereo unspecified)
35: Cc1ccc(CNC(=O)N2CCN(C)CC2)cc1
36: O=C(OC1CCOC1=O)c1cc(-c2ccc(Cl)cc2)nc2ccccc12 (stereo unspecified)
screen / no.,31,32,33,34,35,36
SENP8 block-1,1,0,-11,4,4,-9
NALP3 yeast inh,3,23,-18,16,3,5
HKDC1 inhibitor,-12,-5,-11,-11,-10,-1
SENP1 FRET inh,3,2,0,-1,-2,2
SENP6 block,-4,-6,-52,-10,3,-6
PfG6PD inh,11,1,-8,-3,2,12
SENP7 block,1,-2,-11,7,5,-7
SENP8 block-2,12,20,0,15,18,-131
Apaf-1 inh,-8,-4,8,-20,-4,11

37: Cc1cc(C)c(NC(=O)CSc2nnc(CNC(=O)c3c(F)cccc3Cl)o2)c(C)c1
38: Cn1c(CN2CCOCC2)nnc1SCc1ccc(C#N)cc1
39: CCOC(=O)c1cc(NC(=O)CNCC(c2ccccc2)N(C)C)cc(C(=O)OCC)c1 (stereo unspecified)
40: C(=NCCCN1CCOCC1)c1ccc2c(c1)OCO2
41: NC(=O)NN=C(C1CC1)C1CC1
42: O=C(Nc1ccccc1)N(C1=NCCC1)c1ccc(OC(F)F)cc1
screen / no.,37,38,39,40,41,42
SENP8 block-1,-6,4,-6,7,nt,-12
NALP3 yeast inh,2,-5,1,18,nt,15
HKDC1 inhibitor,-2,-9,-3,-5,-10,-3
SENP1 FRET inh,1,2,0,2,2,1
SENP6 block,-6,14,-8,-10,nt,-6
PfG6PD inh,6,-13,8,11,5,3
SENP7 block,3,0,-3,-1,nt,-3
SENP8 block-2,10,-1,16,0,5,3
Apaf-1 inh,-10,-11,15,-7,nt,10

43: Cc1cc(Br)ccc1OCCCCN1CCC(C)CC1
44: COC(=O)c1sccc1N/C=C(\C#N)S(=O)(=O)C(C)(C)C
45: CC1(C)O[C@@H]2[C@H](O1)[C@@H](COS(=O)(=O)O)O[C@H]2n1ccc(=O)[nH]c1=O
46: Nc1nccnc1C(=O)OCC(=O)c1ccc[nH]1
47: COC(=O)/C=C/c1ccc2c(c1)S(=O)(=O)N(c1cccc(OC)c1)[C@H]2CC(=O)OC
48: O=S(=O)(Nc1cccc(-c2cn3ccsc3n2)c1)c1ccc(F)cc1
screen / no.,43,44,45,46,47,48
SENP8 block-1,0,-7,-9,-11,-9,0
NALP3 yeast inh,12,-4,6,12,16,15
HKDC1 inhibitor,-8,-2,2,3,-3,-1
SENP1 FRET inh,-1,1,-3,-8,2,3
SENP6 block,9,-24,-12,-12,-17,24
PfG6PD inh,-6,4,-3,1,-12,-9
SENP7 block,-6,-6,-8,-13,26,18
SENP8 block-2,11,30,5,-444,-78,10
Apaf-1 inh,-57,7,3,-4,8,6

49: COC(=O)c1cc(OC)c(OC)cc1NC(=O)Cc1cccs1
50: CC1CCCCC1NS(=O)(=O)c1ccc(S(=O)(=O)N2CCCC2)cc1 (stereo unspecified)
51: Cc1cc(N/C(=N/S(=O)(=O)c2cc(F)ccc2F)c2ccccc2)n(-c2ccccc2)n1
52: CCN1CCN(c2ccc(NC(=O)c3ccc4c(c3)[nH]c(=O)n4Cc3ccc(F)cc3)cc2)CC1
53: Cc1cccc(CCNC(=O)CCS(=O)(=O)c2cc3c(cc2Cl)NC(=O)CO3)c1
54: Cn1nc(C(C)(C)C)c(NC(=O)c2cccs2)c1C(C)(C)C
55: O=C(COc1ccc(C(=O)c2ccc(F)cc2)cc1)Nc1cccc(S(=O)(=O)N2CCOCC2)c1
screen / no.,49,50,51,52,53,54,55
SENP8 block-1,-3,-5,1,-5,-8,3,-6
NALP3 yeast inh,10,22,18,25,6,20,9
HKDC1 inhibitor,0,-7,0,0,0,-1,-3
SENP1 FRET inh,1,0,1,-1,-1,2,1
SENP6 block,12,-8,-7,14,-13,-20,-13
PfG6PD inh,-2,-6,7,27,-4,-5,9
SENP7 block,-7,-3,8,7,9,-1,-5
SENP8 block-2,-267,16,4,12,10,39,8
Apaf-1 inh,-12,-6,4,8,1,-15,29
